High-throughput results: PubChem BioAssay, several laboratories
FAS-TE inh – FAS thioesterase (human) inhibition | recombinant FAS-TE, OMFH fluorogenic substrate, fluorescence endpoint | inhibition, % at 15 µM | 0.67% of 360,000 active;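 active means compounds whose normalised, plate-corrected inhibition of enzyme fluorescence in the single-dose primary screen is 50% or more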;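 further: 0% = DMSO with enzyme and 100% = substrate without enzyme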
SKN-1 inh – blocks SKN-1 activity in C. elegans; C. elegans VP596 Pgst-4::GFP/RFP ratio, acrylamide-induced, 24 h; inhibition, % at 21.8 µM; 0.49% of 360,000 active; AID 624304;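 active means interference check ratio from 0.5 to 1.5 plus GFP to RFP signal ratio inhibition reaching or exceeding a fixed threshold, cut at about 30% in these data, passing the limit was not always enough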; further: some compounds called inactive have numbers as strong as hits
MsrA inhibitor – inhibitors of bovine MsrA. purified bovine MsrA, absorbance read-out. inhibition, % at 15.5 µM. 0.75% of 360,000 active; in the data active means inhibition above about 4.5%;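 further: 0% = vehicle wells with enzyme and 100% = reference inhibitor wells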
NRP1-CendR mod – NRP-1/CendR interaction modulation | O14786 | FAM-RPARPAR peptide binding to NRP-1, fluorescence polarization | inhibition, % at 25 µM | 0.85% of 360,000 active;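 active means inhibition or corrected inhibition above about 18%, plus a signal ratio from 0.5 to 1.5, limit read from the data, passing the limit was not always enough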; further: strong numbers were not always called active
Rin1-Abl PPI inh – human Rin1-Abl interaction inhibition; TR-FRET Rin1/Abl binding, biochemical; inhibition, % at 7.35 µM; 0.4% of 360,000 active; in the data active means inhibition above about 5%, passing the limit was not always enough
eLon inh – inhibitors of E. coli Lon protease; P0A9M0; purified E. coli Lon protease, fluorescence polarization; inhibition, % at 7.94 µM; 0.42% of 360,000 active; AID 602123; in the data active means inhibition above about 13%, passing the limit was not always enough;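 further: 0% = enzyme with probe and DMSO and 100% = no enzyme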
bovine MsrA act – bovine methionine sulfoxide reductase A activation; purified bovine MsrA, absorbance read-out; activation, % at 10.6 µM; 0.3% of 360,000 active; in the data active means activation above about 7.5%;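 further: 0% = vehicle and 100% = reference activator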
MT1-MMP act inh – blocks activation of human MT1-MMP. HT1080 RFP-PRO-GFP cells, GFP/RFP ratio fluorescence, overnight; percent of plate control window, DMSO zero. P50281. AID 651647. GFP/RFP ratio change, % at 20 µM. 0.061% of 360,000 active;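 active means GFP/RFP ratio change of at least 30% with cell ATP level not reduced by more than half and red fluorescence within 50% of control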; further: strong numbers were not always called active
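Material: RFP-PRO-GFP reporter HT1080 cells. Dosing: single-point 20 µM compound, 1% DMSO. Controls: DMSO and RFP-L50D-GFP cell wells. Timing: cells overnight before dosing, compound overnight, 37 °C, 5% CO2. Measure: GFP/RFP fluorescence ratio.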
Neddylation inh – inhibitors of human cullin neddylation. P61081+Q13564. calls only at 25 µM. 0.58% of 360,000 active. TR-FRET cullin neddylation, biochemical; in the data active means inhibition above about 36%
Active calls of the source: *; i = inactive; / = no result given. Rows are unselected. Share with any hit: about 4.2%.

SMILES	FAS-TE inh	SKN-1 inh	MsrA inhibitor	NRP1-CendR mod	Rin1-Abl PPI inh	eLon inh	bovine MsrA act	MT1-MMP act inh	Neddylation inh
Cc1cccc(NC(=O)[C@H](Cc2ccccc2)NC(=O)OCc2ccccc2)c1	6	3	1.5	6	-1	8	0	-8	i
Cc1ccc2nc(-c3ccncc3)cc(C(=O)Nc3ccc4c(c3)OCCO4)c2c1	11	-4	2.6	-2	-8	3	-4	-5	i
CC1CCCC(C)N1CCCNC(=O)c1nn(C)c2c1CSc1ccccc1-2 (stereo not drawn)	-5	15	1.2	-4	0	-9	5	4	i
Cc1nn(S(=O)(=O)c2ccc(C(C)(C)C)cc2)c(C)c1S(=O)(=O)N1CCOCC1	-3	14	-1.0	12	-4	-5	-1	2	i
COc1ccc2cc(CCNC(=O)c3cc4ccccc4o3)c(=O)[nH]c2c1	7	3	3.0	-3	0	0	-1	0	i
CC1(C)CC(NC(=O)C(C)(C)Oc2ccc(Cl)cc2)CC(C)(C)N1	-6	-8	-0.8	-5	-2	1	-5	-3	i
O=C(c1ccco1)N1CCN(C(c2cccs2)c2nnnn2C2CCCCC2)CC1 (stereo not drawn)	-2	15	-0.1	-14	1	9	-1	-2	i
Cc1cc(C)n2ncc(C(=O)NCc3cccnc3)c2n1	-6	18	1.4	8	1	-3	-1	0	/
COc1ccccc1OCc1nc(-c2cccc([N+](=O)[O-])c2)no1	20	-2	-0.3	-5	3	3	-2	3	i
Cc1ccc(-n2nnnc2SCC(=O)Nc2sc(C)c(C)c2C#N)cc1C	-9	3	-0.5	-20	3	-1	-3	0	i

4 entries from above, with two lines to a compound:
The line under a structure holds: FAS-TE inh | SKN-1 inh | MsrA inhibitor | NRP1-CendR mod | Rin1-Abl PPI inh | eLon inh | bovine MsrA act | MT1-MMP act inh | Neddylation inh
Cc1ccc2nc(-c3ccncc3)cc(C(=O)Nc3ccc4c(c3)OCCO4)c2c1
→ 11 | -4 | 2.6 | -2 | -8 | 3 | -4 | -5 | i
CC1CCCC(C)N1CCCNC(=O)c1nn(C)c2c1CSc1ccccc1-2 (stereo not drawn)
→ -5 | 15 | 1.2 | -4 | 0 | -9 | 5 | 4 | i
Cc1nn(S(=O)(=O)c2ccc(C(C)(C)C)cc2)c(C)c1S(=O)(=O)N1CCOCC1
→ -3 | 14 | -1.0 | 12 | -4 | -5 | -1 | 2 | i
COc1ccc2cc(CCNC(=O)c3cc4ccccc4o3)c(=O)[nH]c2c1
→ 7 | 3 | 3.0 | -3 | 0 | 0 | -1 | 0 | i

More compounds follow:
SMILES	FAS-TE inh	SKN-1 inh	MsrA inhibitor	NRP1-CendR mod	Rin1-Abl PPI inh	eLon inh	bovine MsrA act	MT1-MMP act inh	Neddylation inh
Cc1ccc(S(=O)(=O)NCCC(=O)NC2CCC(C)CC2)cc1 (stereo not drawn)	-5	13	0.7	-14	0	-4	-2	0	i
COc1ccc(S(=O)(=O)N=C2C=C(C)C(=O)C(C)=C2)cc1	-2	9	-0.7	-9	6	-3	-1	6	i
COc1ccc(CNC(=O)C2CCN(S(=O)(=O)c3ccc4c(c3)CC(C)N4C(C)=O)CC2)cc1 (stereo not drawn)	-3	-2	0.3	0	2	-10	-4	2	i
Cc1ccc(CNS(=O)(=O)NCc2ccc(Cl)cc2)cc1	-5	-2	0.3	10	-3	-4	-1	-2	i
Cc1cc(C(=O)NNC(=O)c2nn(C)c(=O)c3ccccc23)c(C)o1	-1	-4	1.6	-1	0	0	-1	1	i
Cc1ccc([N+](=O)[O-])c(OCC(O)CNC(C)(C)C)c1 (stereo not drawn)	-8	9	0.2	10	-1	4	2	5	i
CC(C)(C)S(=O)N1Cc2cc(C(=O)NCc3ccc4c(c3)OCO4)nc(-c3cccc(-c4cc5ccccc5o4)c3)c2[C@@H]1CCO (stereo partly drawn)	-4	-5	0.3	-12	4	-16	-2	-1	i
CN(C)/C(=N\S(=O)(=O)c1ccccc1)c1ccccc1	-7	-13	-1.5	27*	2	1	-7	-2	i
Cc1c(NC(=O)NCCN2C(=O)C3C4C=CC(C4)C3C2=O)c(=O)n(-c2ccccc2)n1C (stereo not drawn)	-4	13	-1.1	-4	-3	0	-2	-1	i
O=C(CSCc1nc2scc(-c3cccs3)c2c(=O)[nH]1)Nc1ccccn1	-6	6	0.4	-18	-2	-12	-6	-2	i
CCn1c(Oc2ccccc2F)nc2c1c(=O)n(C)c(=O)n2C	1	22	-1.5	-11	5	2	-11	-11	i
Cc1ccc(CN2CCN(/N=C\C(Br)=C\c3ccccc3)CC2)cc1	22	15	1.8	-5	2	-2	-5	-1	i
O=C(NC1(Cc2ccccc2)CCN(Cc2ccc(-c3ccccc3)cc2)C1=O)c1ccccc1 (stereo not drawn)	20	12	1.1	4	0	8	-2	-7	i
COc1ccccc1N1CCN(CC(=O)Nc2ccc(S(=O)(=O)N3CCCCCC3)cc2)CC1	26	4	-0.5	-5	5	10	-3	-2	i
COc1ccccc1N=C1SCC(=O)N1c1ccccc1OC	-8	4	-0.6	-12	4	-9	-4	5	i
Cc1ccc(C(=O)N/C(=C/c2ccc(Cl)cc2)C(=O)NCC2CCCO2)cc1 (stereo not drawn)	16	7	0.1	2	1	-1	-1	4	i
O=C(O)COc1ccccc1/C=N/NC(=O)/C(=C\c1ccc2c(c1)OCO2)NC(=O)c1ccccc1	2	3	5.5*	-13	-1	8	-6	0	i
COc1ccc(C)cc1NC(=O)c1ccoc1C	2	-2	0.2	-14	0	-16	4	0	i
O=C(Nc1cccc(S(=O)(=O)NC2=NCCCCC2)c1)c1cccnc1Cl	-6	1	1.0	-8	-5	-4	-1	5	i
CC(C)N(C(=O)CSc1nc2ccccc2n1Cc1ccccc1F)C(C)C	17	0	-0.4	2	0	-4	-1	-12	i
CC(NC(=O)CCc1ccccc1)c1ccc2c(c1)OCO2 (stereo not drawn)	-1	9	0.4	8	-3	-1	-3	-5	i
COc1ccc(OC)c(-c2cc(C(=O)Nc3cc(C)on3)no2)c1	-2	10	-0.5	-5	3	4	-6	-4	/
COc1cccc(-n2c(SCc3cc(=O)oc4cc(O)c(O)cc34)nc3ccccc3c2=O)c1	25	13	0.9	-60	-4	-4	-7	7	/
CCOC(=O)/C(C#N)=C/c1c(OCC)n(CC)c2ccccc12	33	17	0.4	-8	1	-5	-4	1	i
COc1ccc(N2CCN(C(c3ccco3)c3sc4nc(C)nn4c3O)CC2)cc1 (stereo not drawn)	2	9	1.0	-8	0	-6	1	1	i
O=C(CC1OC(=O)c2ccccc21)NCC1COc2ccccc2O1 (stereo not drawn)	-3	-6	0.3	14	-3	1	-3	-3	i
O=C(O)c1ccc(N2C(=O)CC(N3CCC(c4nc5ccccc5[nH]4)CC3)C2=O)cc1 (stereo not drawn)	-6	-5	-0.9	-7	0	0	-2	0	i
CCOC(=O)N1CCN(Cc2nc(-c3cccs3)no2)CC1	-7	-4	0.2	-6	0	2	-2	-7	i
CCCCn1c(=O)[nH]c(=O)c2c1nc(-c1cc3c(cc1Br)OCO3)n2C	1	-6	0.4	-7	5	-12	-3	-1	i
Cc1sc(NC(=O)CSc2ncn(-c3ccccc3)n2)nc1-c1ccccc1	22	-4	0.7	-4	0	-8	-3	-6	i
O=C(CCN1CCCCO1)N1CCCC(Nc2cccc(F)c2)C1 (stereo not drawn)	-7	9	-0.5	8	5	5	-2	-2	i
OC/C(Br)=C(\Br)CO	-3	-4	0.6	-33	2	6	-15	0	i
O=C(Nc1ccc(Oc2ccccc2)cc1)C1CCN(c2c3c(nc4ncnn24)CCC3)CC1	15	9	-0.4	-10	6.0*	1	-2	-7	i
COc1ccc(N2C(=O)c3ccccc3NC2c2ccc(OC)c(Cn3cc([N+](=O)[O-])cn3)c2)cc1 (stereo not drawn)	30	-3	-0.1	9	-4	-5	-8	10	i
CCSc1nnc(NC(=O)c2ccccn2)s1	-13	-6	1.1	2	-1	-5	-13	4	i
O=C(C[n+]1ccc2ccccc2c1)c1ccc(NC(=O)c2ccccc2)cc1	-9	-1	0.5	-6	-3	-11	0	-3	i
NC(=O)c1cc([N+](=O)[O-])ccc1NCc1ccc(F)cc1	3	18	1.3	-11	2	-1	-7	2	i
CCCc1cc(=O)oc2cc(OC(=O)CN3C(=O)NC4(CCCC4)C3=O)ccc12	8	21	2.4	3	3	-5	-4	-14	/
COC(=O)c1ccc(CNC(=O)C2CCC(=O)N(CCc3ccccc3)C2)cc1 (stereo not drawn)	-8	13	-0.9	17	-1	-3	-4	-2	i
CCc1ccc2c(c1)/C(=N/N(C)C(=S)NC)C(=O)N2	1	0	-0.3	0	-2	16	-6	9	i
CC(C)[C@H]1C=C(C(=O)O)O[C@@H](OCc2ccc(CO)cc2)C1	-5	0	0.1	-4	3	-8	-4	-3	i
C/C(=N/Nc1ccc(F)cc1)c1ccc(Cl)s1	-5	-9	1.3	11	-2	2	1	-5	i
COc1ccc(-c2cc(C(=O)N(C)CC(=O)Nc3ccccc3C(F)(F)F)c3ccccc3n2)cc1OC	6	6	0.5	-8	1	-7	-1	-3	i
COc1ccc(N2C(=O)C3CCCN3C2c2ccc(C)cc2)cc1Cl (stereo not drawn)	1	7	-0.6	-2	0	-2	0	4	i
COc1cccc(CN(C)S(=O)(=O)c2cccs2)c1	8	-3	-0.6	-26	2	-4	-4	0	i
CCN(CC)C(=O)N1CCN(C(=O)N2CCOCC2)CC1	-4	0	-1.4	-9	1	-6	-14	-3	i
CC(NC(=O)COC(=O)c1cc(S(=O)(=O)N2CCOCC2)ccc1F)c1ccccc1 (stereo not drawn)	0	19	-0.2	21	-1	-8	-3	3	i
CC(C)N(Cc1ccccc1)C(=S)NC(=O)C1(C)CC1(Cl)Cl (stereo not drawn)	1	4	0.1	17	-1	7	-1	2	i
Cc1onc(-c2ccccc2)c1C(=O)OCC(=O)N1CCC(C)CC1	-1	-7	0.2	-1	1	-10	-5	-1	i
Cc1cccc(NC(=O)Nc2cnccn2)c1	-11	6	-1.7	-3	1	-1	-8	-1	i
Further compounds follow:
SMILES	FAS-TE inh	SKN-1 inh	MsrA inhibitor	NRP1-CendR mod	Rin1-Abl PPI inh	eLon inh	bovine MsrA act	MT1-MMP act inh	Neddylation inh
CCCc1nc(SCc2ccccc2Cl)n[nH]1	-5	-10	1.1	14	1	-6	-3	3	i
COc1ccc(S(=O)(=O)NC(N)=NCCc2ccccc2OC)cc1	-7	0	0.1	-4	-4	-2	-3	6	i
CCCCOC(=O)Nc1ccc(N2CCOCC2)cc1	-6	14	-0.1	-12	-4	-2	-3	3	i
O=C(/C=C/c1c(F)cccc1Cl)NCc1ccco1	-5	15	-0.4	9	-4	5	-3	-11	i
O=C(COc1ccc2ccc(=O)oc2c1)NC1CCCC1	-2	2	2.4	-4	-2	1	-9	-2	i
COc1ccc(Nc2nc3ccc(C)cc3n3cnnc23)cc1Cl	6	2	-0.7	-14	-3	-79	-2	-1	/
CC1(C(=O)NCc2ccc(F)cc2)Oc2ccccc2NC1=O (stereo not drawn)	-3	8	-0.6	16	-2	0	-8	-5	i
COc1ccc(CCNC(=O)c2c(C)nn(CC(C)C)c2Cl)cc1OC	-5	-6	-0.5	-12	-1	0	5	-1	i
S=C(NCCCN1CCOCC1)NN=C1c2ccccc2-c2ccccc21	6	7	2.2	1	-5	-1	-1	4	i
COc1cc(/C=C/c2nc3ccccc3c(=O)[nH]2)cc(Br)c1O	0	-22	0.1	-150	2	-169	-7	-70	i
COc1ccccc1NS(=O)(=O)c1ccc(NC(=O)c2nc3nc(C)cc(C(F)F)n3n2)cc1	-1	-7	-0.1	10	-1	-1	-2	3	i
Cc1ccc(-n2cccc2/C=C2\C(=N)N3N=C(c4ccco4)SC3=NC2=O)cc1	20	5	0.1	-95	0	-14	4	-6	i
O=C(NNC(=O)c1ccccc1-n1cccc1)c1ccc(Cl)c(Cl)c1	1	14	2.8	-2	-1	-3	-1	-2	i
O=C(NCc1ccco1)/C(=C/C=C/c1ccccc1)NC(=O)c1ccco1	-6	-11	4.9*	-5	-3	-11	-6	-3	i
